High-throughput results: PubChem BioAssay, several laboratories
BH1578 lux ind = quorum light induction in luxS cqsA deficient V. cholerae. V. cholerae BH1578 lux reporter, luminescence, 6 h. activation, % at 18.7 µM. 350,000 tested, 0.16% active; in the data active = activation mostly above about 9.7%, no sharp cut-off; inconclusive = no clear call, values can overlap the other calls; inactive = mostly below about 3.7%; note: not every result past the cut was called active; inactives centre near 0; reference of the scale not given here
Anthrax LF inh2 = blocks Bacillus anthracis lethal factor protease. multiplex microsphere protease cleavage assay, LF. inhibition, % at 10 µM. 360,000 tested, 0.12% active; note: plate controls were buffer without enzyme for full effect and enzyme alone for no effect
Target sequence (P15917 whole entry, looked up): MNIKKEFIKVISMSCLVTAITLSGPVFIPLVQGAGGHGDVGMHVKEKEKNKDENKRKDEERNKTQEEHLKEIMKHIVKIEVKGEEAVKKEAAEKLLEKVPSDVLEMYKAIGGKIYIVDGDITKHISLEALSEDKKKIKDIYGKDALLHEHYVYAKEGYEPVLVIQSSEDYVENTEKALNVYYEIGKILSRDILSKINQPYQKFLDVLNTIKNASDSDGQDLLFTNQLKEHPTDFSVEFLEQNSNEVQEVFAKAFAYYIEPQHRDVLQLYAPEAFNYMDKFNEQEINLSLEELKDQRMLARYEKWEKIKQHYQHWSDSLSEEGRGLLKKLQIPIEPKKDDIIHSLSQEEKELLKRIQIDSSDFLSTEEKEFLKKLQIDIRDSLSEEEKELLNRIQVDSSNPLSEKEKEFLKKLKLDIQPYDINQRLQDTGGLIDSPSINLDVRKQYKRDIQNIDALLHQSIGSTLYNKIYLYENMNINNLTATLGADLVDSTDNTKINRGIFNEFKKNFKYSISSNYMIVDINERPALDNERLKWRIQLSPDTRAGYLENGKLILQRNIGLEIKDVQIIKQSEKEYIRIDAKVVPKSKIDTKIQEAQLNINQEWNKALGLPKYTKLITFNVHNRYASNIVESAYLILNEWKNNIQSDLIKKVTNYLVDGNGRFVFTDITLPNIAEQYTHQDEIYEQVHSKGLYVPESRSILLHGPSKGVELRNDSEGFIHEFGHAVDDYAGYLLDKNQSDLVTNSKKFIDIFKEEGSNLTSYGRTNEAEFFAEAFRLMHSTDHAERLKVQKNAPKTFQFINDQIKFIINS
3CLpro inhibitor = SARS-CoV 3CLpro protease inhibition. P0C6X7. recombinant SARS-CoV 3CLpro, quenched FRET peptide cleavage. inhibition, % at 6 µM. 290,000 tested, 0.14% active. AID 1706; in the data active = inhibition above about 12%
VHR inh abs = blocks human VHR1 dual specificity phosphatase; 290,000 tested, 0.52% active; AID 1654; inhibition, % at 13.3 µM; P51452; recombinant VHR phosphatase, pNPP absorbance; in the data active = inhibition above about 50%; note: some compounds called inactive have numbers as strong as hits
Target sequence (P51452 whole entry, looked up): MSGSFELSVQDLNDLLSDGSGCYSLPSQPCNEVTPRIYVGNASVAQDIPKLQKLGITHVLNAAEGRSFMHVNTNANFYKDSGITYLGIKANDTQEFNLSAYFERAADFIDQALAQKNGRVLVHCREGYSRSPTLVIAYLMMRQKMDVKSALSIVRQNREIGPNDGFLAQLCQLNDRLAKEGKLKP
BoNT-A LC inh2 = BoNT A light chain protease inhibition; 360,000 tested, 0.17% active; inhibition, % at 10 µM; multiplex microsphere protease substrate cleavage, flow cytometry; AID 588499; note: plate controls were buffer without enzyme for full effect and enzyme alone for no effect
PriA SSB inh = blocks PriA binding to SSB C-terminal tail; AlphaScreen SSBct-PriA binding, biotinylated peptide; inhibition, % at 33 µM; 430,000 tested, 0.6% active; AID 1272365; in the data active = inhibition mostly above about 37%, no sharp cut-off; inactive = mostly below about 20%;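 note: plate controls were negative control peptide for no effect and reference peptide for full effect; strong numbers were not always called active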
TcdB inh = TcdB glycohydrolase inhibition; P18177; TcdB glycohydrolase enzymatic assay, plate reader; inhibition, % at 9.99 µM; 350,000 tested, 0.24% active; AID 652162; in the data active = inhibition above about 10%
PfHsp40 rescue = rescue of PfHsp40-mediated yeast toxicity; S. cerevisiae expressing PfHsp40, growth rescue, ATP luminescence; growth rescue, % at 12.5 µM; 340,000 tested, 0.68% active; AID 504582; in the data active = growth rescue above about 28%, passing the limit was not always enough; inconclusive = no clear call, values can overlap the other calls;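 note: yeast W303a lacking pdr1 and pdr3 grown in galactose medium; growth measured after three days at 30 °C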
CCHF vOTU inh = CCHFV vOTU protease inhibition | Pep-AMC fluorescence | inhibition, % at 11.5 µM | 370,000 tested, 0.55% active | AID 651958; in the data active = inhibition above about 30%; note: 0% = vehicle wells with enzyme and 100% = no enzyme wells
Y pestis TopoI = blocks Yersinia pestis topoisomerase I activity. 360,000 tested, 0.064% active. activity, % at 10 µM. Y. pestis Topo-I cleavage product accumulation, plate reader. AID 504884; in the data active = activity above about 50%, passing the limit was not always enough; inconclusive = no clear call, values can overlap the other calls; note: inactives centre near 2
* = called active by the depositor; i = inactive; ? = inconclusive; nt = no result given; & = joins results of further samples. Cut-off read from the data, not from the text of the source, unless noted: active = inhibition above about 30%; inconclusive = no clear call, values can overlap the other calls; inactive = below that. These rows are one share of the data; rates above refer to the full screens.

SMILES	BH1578 lux ind	Anthrax LF inh2	3CLpro inhibitor	VHR inh abs	BoNT-A LC inh2	PriA SSB inh	TcdB inh	PfHsp40 rescue	CCHF vOTU inh	Y pestis TopoI
O=[N+]([O-])c1cc([N+](=O)[O-])c2n[nH]c(-c3ccccc3)c2c1	2.6	-1	5	23	-0.1	-3	0.7	-0.8	1	2
O=C(COC(=O)C1Cc2ccccc2CN1C(=O)c1ccccc1Cl)Nc1ccc(N2CCOCC2)cc1 (stereo unspecified)	0.0	-2	2	-2	-1.0	13	nt	0.3	-10	-4
CS(=O)(=O)Nc1ccc(C(=O)NCc2ccccn2)cc1	-0.5	-1	1	-15	-0.5	0	nt	0.0	-1	7
COc1ccc(C(=O)COC(=O)/C=C/c2ccccc2[N+](=O)[O-])cc1	-5.6	-1	nt	nt	0.1	4	4.0	1.6	-3	-8
COc1ccc(CNc2nc3ccccc3n2C)c(OC)c1	-0.4	-8	1	-9	-0.6	4	0.7	-1.0	-7	2
O=C(N/N=C/c1ccc(N2CCOCC2)cc1)c1ccccc1OCCOc1ccccc1	0.2	-3	0	33	1.3	nt	1.8	0.3	-13	6
COC(=O)C1=C(C(=O)OC)C2OC1c1cc3ccccc3cc12	-1.0	-1	nt	nt	0.3	-6	1.4	71*	6	26
Cc1cc(C)nc(N/C(=N\S(=O)(=O)Cc2ccccc2)Nc2cccc(Cl)c2C)n1	i	-2	0	11	0.0	nt	nt	0.5	1	-6
O=C(COC(=O)CCC(=O)c1ccc(F)cc1)Nc1ccccc1	0.2	-5	-1	32	1.6	-6	0.3	-0.6	-4	-8
COc1cc(NC(=O)c2ccc(NC3=NC4CS(=O)(=O)CC4S3)cc2)cc(OC)c1 (stereo unspecified)	i	-12	-3	33	-1.9	2	1.6	0.0	-3	-1
O=C(CCn1ccc([N+](=O)[O-])n1)NC1CCCCCC1	-0.1	2	0	-8	1.8	-11	-1.4	4.0	-5	2
C/C(CC(=O)Nc1ccccc1-c1ccccc1)=N\NC(=O)COc1ccc(C)cc1Br	12	-14	6	40	0.0	nt	nt	2.0	1	?
CCCSc1nnc(CSc2nc3nc(C)cc(C)n3n2)o1	i	-1	2	10	-0.6	-5	nt	-2.0	-11	-8
COCCOC(=O)C1=C(C)NC(=O)NC1c1cccs1 (stereo unspecified)	nt	-2	1	3	-0.3	-9	nt	-1.1	2	-5
C=CCn1cnnc1SCC(=O)N(C1CCCCC1)C1CCS(=O)(=O)C1 (stereo unspecified)	i	3	nt	nt	-0.7	-1	-0.8	-1.0	7	1
CCn1c(SCC(=O)NC2CCCC2)nnc1-c1ccco1	-0.2	3	0	-3	3.4	15	1.0	-2.0	5	7
CC1CCCCC1NC(=O)Cn1[nH]c(=O)c2ccccc2c1=O (stereo unspecified)	0.3	-2	-3	19	0.7	-13	nt	-1.9	2	2
Cc1ccc2nc(NC(=O)CN3C(=O)C4CC=CCC4C3=O)sc2c1 (stereo unspecified)	i	-2	1	26	-1.1	4	0.7	-0.1	10	15
CCOC(=O)CCSc1n[nH]c(=S)s1	0.6	-2	-3	6	-0.6	2	0.5	-0.9	12	-1
COc1ccc(C2N(c3cc(Cl)ccc3OC)C(=O)C3CCCN32)cc1OC (stereo unspecified)	-0.9	-1	3	4	-0.3	4	0.9	1.8	-8	-11
O=C(NNC(=O)C1CCCN(c2ncccn2)C1)c1ccc(F)cc1 (stereo unspecified)	1.7	-7	0	45	0.0	-1	0.3	-0.4	-7	-4
CC(=O)c1c(C)[nH]c(C(=O)NCCCN2CCCC2)c1C	-7.7	-1	1	19	-1.7	8	nt	-1.2	8	2
O=C(CSc1ncccc1C(=O)O)NC12CC3CC(CC(C3)C1)C2	i	-1	3	-2	0.1	4	0.7	0.4	-7	4
O=C(CSc1nc2ccccc2c(=O)n1-c1ccc(SC(F)F)cc1)Nc1ccc(N2CCOCC2)cc1	0.8	2	4	20	0.2	-6	1.2	1.2	7	-11
COc1ccc(C2OC(=O)c3ccccc3S2)cc1 (stereo unspecified)	-0.3	-3	-3	22	-0.1	-20	nt	0.3	7	-2
N#Cc1ccc(Cl)cc1NC(=O)COC(=O)c1cccc(S(=O)(=O)N2CCOCC2)c1	i	nt	nt	nt	nt	-3	0.5	2.1	-3	4
COC(=O)C(Nc1nccs1)(OC)C(F)(F)F (stereo unspecified)	-0.4	3	10	34	-0.7	6	nt	0.3	6	-6
Cc1ccc(C(=O)CSc2nnc(CNc3ccc(C)cc3C)n2Cc2ccco2)cc1	-1.5	-4	13*	7	-1.0	30	nt	5.9	1	33
COCCNC(=O)C(=O)N/N=C/c1ccc(C(=O)OC)cc1	-1.4	-2	5	23	-1.1	nt	-0.8	1.9	-9	0
CC(=O)OC1CSc2nc3ccccc3n2C1 (stereo unspecified)	nt	-6	0	3	0.9	-13	nt	0.2	-2	4

Compound profiles, from the list above.
COC(=O)C(Nc1nccs1)(OC)C(F)(F)F (stereo unspecified) is listed with BH1578 lux ind: -0.4; Anthrax LF inh2: 3; 3CLpro inhibitor: 10; VHR inh abs: 34; BoNT-A LC inh2: -0.7; PriA SSB inh: 6; TcdB inh: nt; PfHsp40 rescue: 0.3; CCHF vOTU inh: 6; Y pestis TopoI: -6
N#Cc1ccc(Cl)cc1NC(=O)COC(=O)c1cccc(S(=O)(=O)N2CCOCC2)c1 is listed with BH1578 lux ind: i; Anthrax LF inh2: nt; 3CLpro inhibitor: nt; VHR inh abs: nt; BoNT-A LC inh2: nt; PriA SSB inh: -3; TcdB inh: 0.5; PfHsp40 rescue: 2.1; CCHF vOTU inh: -3; Y pestis TopoI: 4
CC(=O)OC1CSc2nc3ccccc3n2C1 (stereo unspecified) is listed with BH1578 lux ind: nt; Anthrax LF inh2: -6; 3CLpro inhibitor: 0; VHR inh abs: 3; BoNT-A LC inh2: 0.9; PriA SSB inh: -13; TcdB inh: nt; PfHsp40 rescue: 0.2; CCHF vOTU inh: -2; Y pestis TopoI: 4

Further compounds:
SMILES	BH1578 lux ind	Anthrax LF inh2	3CLpro inhibitor	VHR inh abs	BoNT-A LC inh2	PriA SSB inh	TcdB inh	PfHsp40 rescue	CCHF vOTU inh	Y pestis TopoI
CC(=O)c1cccc(NC(=O)Nc2ccc(C(=O)N3CCCC3)cc2)c1	-0.2	-1	8	-5	0.3	-22	nt	0.0	-9	-6
Cc1ccc(N2CC(C(=O)Nc3nnc(SCC(=O)NCC4CCCO4)s3)CC2=O)cc1 (stereo unspecified)	i	-1	5	32	3.7	-5	-1.4	0.8	0	-1
O=C(CC1Nc2ccccc2NC1=O)Nc1cc(Cl)cc(Cl)c1 (stereo unspecified)	i	0	-2	-13	-6.5	6	nt	0.0	2	0
O=C(CCN1C(=O)/C(=C/c2cccs2)SC1=S)Nc1ccccn1	-1.6	-4	2	12	2.3	6	0.3	-1.9	-2	-2
N#Cc1cccc(NC(=O)CSc2cccc[n+]2[O-])c1	i	-1	nt	nt	0.4	0	-3.9	-1.0	16	2
Cc1cccc(C2(c3cccc(C)c3)CC2C(=O)NCC2CCCO2)c1 (stereo unspecified)	i	0	-1	-13	-0.3	-8	0.7	0.4	0	6
O=C(CCC(=O)OCC(F)(F)C(F)F)Nc1ccc(Cl)cc1	i	-13	-1	29	?	-9	nt	0.4	-2	1
CC(=O)c1c(C)nc(-c2ccc(Cl)cc2)nc1N	-0.8	1	1	12	5.3	-6	0.6	1.2	5	8
COc1ccc(NC(=O)CSc2nnc3ccc(-c4ccccn4)nn23)cc1OC	-0.8	-6	nt	nt	-8.3	12&-6	-1.4	-0.5	-7	-3
Cn1ccnc1C(O)c1cccc(OCc2ccccc2)c1 (stereo unspecified)	0.9	1	1	8	0.7	-6	0.1	-0.2	1	0
Cc1ccc(NC(=O)CNC(=O)c2ccco2)nc1	-0.6	0	4	7	0.7	-30	2.9	-0.2	-8	12
Cc1ccc(-c2ocnc2C(=O)N2CCOCC2)cc1	i	-2	7	7	-4.1	-6	-0.4	0.5	-9	4
CCNC(=S)N(CCN(CC)CC)Cc1cc2cc3c(cc2[nH]c1=O)OCCO3	-0.7	nt	3	28	nt	-7	-1.6	-0.7	-31	4
N=c1c2c3c(sc2ncn1N)CCC3	-0.6	-4	5	-15	-2.0	0	1.0	0.4	-14	7
CCC(=O)N1CCN(c2ccc(NC(=O)c3ccc(N4CCOCC4)c([N+](=O)[O-])c3)cc2)CC1	i	-4	3	66	-0.5	-2	0.1	-1.5	-6	-9
CC(=O)NC(CC(=O)NC1CCCc2ccccc21)c1ccccc1 (stereo unspecified)	-0.2	-2	0	31	-1.2	-1	1.3	0.1	15	0
C/C(=N\NC(=O)Cn1ccc(C(F)(F)F)n1)c1ccc2c(c1)OCO2	nt	-3	-6	10	-0.4	nt	0.1	-0.3	3	0
Cc1ccc(S(=O)(=O)CCC(=O)OCC(=O)Nc2cc(S(=O)(=O)N3CCOCC3)ccc2Cl)cc1	2.7	0	nt	nt	0.2	-18	2.5	1.0	-1	31
Cc1cc(S(=O)(=O)NCC(c2ccc3c(c2)OCO3)N2CCOCC2)ccc1F (stereo unspecified)	9.9	?	nt	nt	?	-7	0.9	-4.2	11	24
Cc1ccc(C2/C(=C(/O)c3cnn(-c4ccccc4)c3C)C(=O)C(=O)N2CCN2CCOCC2)o1 (stereo unspecified)	-0.6	-1	3	8	-0.1	nt	nt	-0.4	15	3
C=CCOc1ccc2c(CC)cc(=O)oc2c1C	-0.4	-1	1	1	-0.1	-11	1.9	0.4	-19	4
C=CCc1ccccc1OCC(O)CN1CCOCC1 (stereo unspecified)	-0.5	-1	nt	nt	3.7	10	-0.6	1.0	-5	3
S=C(Nc1ccc(Oc2ccc(NC(=S)NC3CCCCC3)cc2)cc1)NC1CCCCC1	-0.3	-1	3	15	-0.3	6	nt	20	6	6
FC(F)(F)c1cccc(CC2CN(Cc3ccccc3)Cc3ccccc3N2c2cc(Cl)cc(Cl)c2)c1 (stereo unspecified)	-0.2	-1	nt	nt	0.1	nt	-8.3	nt	13	-9
CCOc1ccc2nc(C)cc(Nc3ccc4c(c3)OCCO4)c2c1	i	0	0	1	-0.9	6	nt	-0.8	20	-2
Cc1ccc(C(=O)NCC(=O)NCCCc2ccccc2)s1	-0.6	0	0	-12	0.7	2	2.1	0.9	10	2
Cc1ccc(S(=O)(=O)Nc2cccnc2)cc1	-2.9	-8	0	44	-4.8	-15	nt	-1.6	-16	4
CCOC(=O)c1ccc2c(c1)N(Cc1ccccc1C)C(=O)c1ccccc1S2=O (stereo unspecified)	i	-2	-5	nt	-5.6	-4	nt	-0.9	0	9
CC(C)(C)n1nnnc1C(c1ccccc1F)N1CCN(C2CCCC2)CC1 (stereo unspecified)	-10	2	-2	3	0.6	5	nt	1.2	4	-6
Cc1c(C(=O)Nc2ccc3c(c2)OCCO3)sc2ncnc(N3CCCCC3C)c12 (stereo unspecified)	i	-2	-2	16	0.6	15	4.2	3.9	-11	-1
O=C1NC(c2ccc(O)cc2)Nc2ccccc21 (stereo unspecified)	-2.0	-6	-4	13	-0.1	-14	1.0	-0.7	-61	0
CCCC(=O)NC(=S)Nc1cccc2c(O)cccc12	-0.2	0	1	34	-0.4	1	6.2	0.9	12	-8
COc1ccc(CN2C(=O)c3ccccc3C2C(=O)NCC2CCCO2)c(OC)c1 (stereo unspecified)	-0.8	-6	-2	22	-2.0	-12	nt	-0.3	11	5
CCOC(=O)C1CCN(c2nc(-c3ccccc3)nc3c2oc2ccccc23)CC1	-1.1	nt	-2	18	nt	-7	nt	0.1	5	23
Brc1ccc(OCCCOc2cccc3cccnc23)cc1	0.3	2	-2	2	1.8	-9	0.8	2.2	10	-3
Cc1ccccc1-c1nc2ccccc2c(=O)n1C1CCS(=O)(=O)C1 (stereo unspecified)	0.0	-1	-8	17	-1.1	-5	nt	-1.0	-13	-8
CCC(C)NC(=O)c1ccc(CSCc2cccc(F)c2)o1 (stereo unspecified)	-0.4	-2	3	7	0.3	-19	0.4	-0.4	-20	14
Cc1cc(C)cc(NC(=O)CSc2nc3c(c(=O)n2C)SC(C)C3)c1 (stereo unspecified)	-0.3	-7	2	-9	-0.5	-13	0.2	0.8	3	-1
